Screening data as filed in PubChem BioAssay.
STK33 kinase inh: inhibitors of human STK33 kinase; inhibition, % at 10 µM; purified STK33, MBP phosphorylation, ADP-Glo luminescence; hit rate 0.073% among 320,000; Q9BYT3;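 active = inhibition at or above 25%, using the most active replicate where run in duplicate; inactive = inhibition below 25%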
Target sequence (Q9BYT3 whole entry, looked up): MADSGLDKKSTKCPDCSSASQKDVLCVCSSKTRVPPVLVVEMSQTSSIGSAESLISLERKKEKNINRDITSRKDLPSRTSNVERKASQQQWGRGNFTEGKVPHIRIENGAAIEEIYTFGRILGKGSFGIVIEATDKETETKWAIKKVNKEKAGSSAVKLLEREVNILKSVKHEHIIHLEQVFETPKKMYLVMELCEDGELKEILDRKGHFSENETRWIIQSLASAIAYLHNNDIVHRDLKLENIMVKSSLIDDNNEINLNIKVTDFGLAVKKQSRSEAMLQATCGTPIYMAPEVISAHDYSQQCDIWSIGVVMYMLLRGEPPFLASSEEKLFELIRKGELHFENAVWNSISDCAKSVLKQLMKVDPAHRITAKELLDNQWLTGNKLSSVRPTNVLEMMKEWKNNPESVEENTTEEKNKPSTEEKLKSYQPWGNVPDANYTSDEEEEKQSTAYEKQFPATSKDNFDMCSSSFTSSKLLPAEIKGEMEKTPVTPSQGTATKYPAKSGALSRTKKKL
Kir21 inh: blocks the mouse Kir2.1 inward-rectifier potassium channel | hit rate 0.85% among 310,000 | HEK293-Kir2.1, FluxOR thallium flux fluorescence; hits give low values | AID 1672 | B-score at 10 µM | P35561;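 active = fluorescence ratio B-score at or below minus 3 SD of library scores, with starting-brightness B-score within 2 SD, cut at about -4.2 in these data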;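 note: channel flux triggered by added potassium and thallium sulfate stimulus; B-score of peak minus minimum fluorescence over baseline after thallium stimulus; more negative B-score means stronger Kir2.1 block with less thallium influx; some compounds called inactive have numbers as strong as hits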
Target sequence (P35561 whole entry, looked up): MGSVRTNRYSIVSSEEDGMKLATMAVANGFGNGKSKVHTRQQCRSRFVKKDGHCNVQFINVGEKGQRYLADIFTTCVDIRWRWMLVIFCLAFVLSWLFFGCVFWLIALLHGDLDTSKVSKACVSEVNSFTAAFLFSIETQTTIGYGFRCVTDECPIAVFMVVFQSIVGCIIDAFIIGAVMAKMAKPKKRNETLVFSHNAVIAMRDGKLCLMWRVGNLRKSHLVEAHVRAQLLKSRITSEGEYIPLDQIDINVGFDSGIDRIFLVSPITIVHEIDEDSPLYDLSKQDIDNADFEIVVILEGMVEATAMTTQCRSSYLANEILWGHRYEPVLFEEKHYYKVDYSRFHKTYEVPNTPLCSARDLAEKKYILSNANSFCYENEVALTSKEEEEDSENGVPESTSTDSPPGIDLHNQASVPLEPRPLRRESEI
Starred values were filed as active, the others as inactive; x = not tested or not shown.

SMILES	STK33 kinase inh	Kir21 inh
COC(=O)c1ccc(OC)c(OC2CCCC2)c1	-0.2	1.4
CNC(=S)N1CCC(NC(=O)C23CC4CC(CC(C4)C2)C3)CC1	0.2	2.2
CCCCn1c(NC(=O)c2ccccc2)nc2ccccc21	-1.1	0.92
COc1ccc(/C=N/NC(=O)CN2CCS(=O)(=O)CC2)cc1	0.0	-0.05
Cc1ccccc1OCc1ccc(C(=O)N2CC(C)OC(C)C2)o1 (stereo not given)	0.6	1.7
COc1cccc(CC(NC(C)=O)C(=O)NC2CCN(C(=O)c3ccc(Cl)cc3)CC2)c1 (stereo not given)	x	0.15
NNC(=O)CNC(=O)c1ccccc1F	-0.2	1.1
CCCc1c(O)nc(SC2CC(=O)N(c3cc(OC)ccc3OC)C2=O)[nH]c1=O (stereo not given)	-0.8	-2.1
O=C(NCCCn1ccnc1)c1cn(-c2ccccc2)nc1-c1ccccc1	-0.9	-2.9
Cc1ccccc1Nc1nc(N)nc(CN2CCN(c3ccccn3)CC2)n1	0.8	-1.1
Cn1cnnc1Sc1ccc(C(=O)OCC(=O)Nc2ccccc2)cc1[N+](=O)[O-]	-0.2	-1.3
COc1cc(C(=O)Nc2cccc(-c3nc4cc(C)ccc4o3)c2)cc(OC)c1OC	0.1	1.9
O=C(N/N=C/c1cccc(F)c1)c1csc2c1CCCC2	-1.9	0.52
Cc1cc(N/C=C/C(=O)c2ccc(Br)cc2)no1	-0.8	-1.4
Cc1cccc(C)c1NC(=O)c1cccc2c1C(=O)N(C1CCCCC1)C2	-3.2	0.9
COc1ccc(N=c2oc3cc(O)ccc3cc2C(=O)NCC2CCCO2)cc1 (stereo not given)	-0.4	2.1
Cc1noc(C)c1COc1ccc(C(=O)OCC(=O)NC2CCCCC2C)cc1 (stereo not given)	-0.7	x
CC(=O)Nc1cccc(C(=O)OC(C(=O)c2ccc(C)cc2)c2ccccc2)c1 (stereo not given)	-2.3	-0.32
CCCCNC(=O)COC(=O)c1c2c(nc3ccccc13)/C(=C/c1cccs1)CC2	-2.6	x
Cc1nnc(NC(=O)c2ccc(S(=O)(=O)N(C)Cc3ccccc3)cc2)o1	-0.6	-0.36
O=C(OC1CCc2ccccc2C1=O)c1ccccc1O (stereo not given)	-0.1	x
COc1ccc(NC(=O)NCCN2C(=O)C3C4C=CC(C4)C3C2=O)cc1 (stereo not given)	-1.4	-0.03
Cc1ccc(NC(=S)N/N=C/c2ccc(OCCC(C)C)cc2)c(C)c1	-0.2	0.49
CCC(CC)C(=O)Nc1c(C)n(C)n(-c2ccccc2)c1=O	-3.0	1.1
CCOC(=O)C1CCN(c2ncnc3c2cnn3-c2ccc(Cl)cc2)CC1	x	-1.4
The listing continues.
SMILES	STK33 kinase inh	Kir21 inh
CC1CCN(C(=O)C(C)Sc2nc(-c3ccccc3)cc(C(F)(F)F)n2)CC1 (stereo not given)	-0.6	-1
CNc1ccn(C2CCCO2)c(=O)n1 (stereo not given)	-2.1	0.26
O=C(CSc1nc2ccccc2c(=O)n1CCCO)NC1CC1	0.1	x
COCCOCC(O)CN1CCN(c2ccc(C)cc2)CC1 (stereo not given)	-0.2	-1.5
CCNC(=O)C(=O)Nc1ccc([N+](=O)[O-])cc1	-1.0	2
COC(=O)C1=C(C(=O)OC)[C@@H]2Nc3ccccc3[C@@]23C[C@@H](C(=O)OC)N(C(=O)c2ccc(Br)cc2)C3=N1	x	2.1
Cc1cc(C)cc(CC2CC(=O)N(c3nc(C)cc(C)n3)C2=O)c1 (stereo not given)	-0.3	-0.07
COc1cc(CNC(C)(C)CO)cc(Br)c1OCc1ccc(Cl)cc1	-1.5	-4.8*
O=C(CN1C(=O)NC2(CCCCC2)C1=O)Nc1ccc(N2CCCCC2)cc1	0.3	x
O=C1CSC(c2cccc([N+](=O)[O-])c2)N1Cc1ccccc1 (stereo not given)	-1.3	-4.5*
COc1cc(NC(=O)C/C(C)=N/NC(=O)C(OC)c2ccccc2)c(OC)cc1Cl (stereo not given)	-2.0	-0.3
COc1ccc(C(=O)COC(=O)CSCc2c(C)noc2C)cc1OC	4.4	2.3
O=C(NCc1ccc(OC(F)(F)F)cc1)C1CC(c2cccc(F)c2)=NO1 (stereo not given)	1.1	0.67
Cc1ccc(S(=O)(=O)Nc2ccc(S(=O)(=O)Nc3ncccn3)cc2)cc1	-0.9	0
O=C(Cc1ccc(Br)cc1)N/N=C/c1ccc(-c2cccc(C(=O)O)c2)o1	-1.5	1.9
Cc1nn(-c2ccccc2)c(C)c1CN	-1.6	-0.12
Fc1ccc(CN2CCN(c3ncccn3)CC2)c(F)c1	-0.5	-0.25
COCCN(C(=O)CSCc1ccccc1)c1c(N)n(Cc2ccccc2)c(=O)[nH]c1=O	-0.8	-0.01
COc1ccccc1C1=NOC(COC(=O)c2ccc(Br)cc2)C1 (stereo not given)	3.8	-0.28
N/C(=N\OC(=O)CCCOc1ccc(Cl)cc1Cl)c1ccccn1	-0.9	-0.03
COc1ccc(OC)c(-c2csc(N(C)C(=O)c3ccco3)n2)c1	-0.5	-0.93
Cc1cc([N+](=O)[O-])nn1CC(=O)N/N=C/c1ccccc1O	-0.3	-0.05
CCOC(=O)c1ccc(NC(=O)CNS(=O)(=O)c2ccccc2)cc1	-0.4	-0.85
Oc1cccc2c(NC(=S)Nc3ccc(OC(F)F)cc3)cccc12	2.5	0.78
CN(CC(=O)Nc1ccc(Cl)cc1)C(=O)Cn1[nH]c(=O)c2ccccc2c1=O	-1.1	-1.4
Remaining list, next part
SMILES	STK33 kinase inh	Kir21 inh
O=C(COc1ccccc1[N+](=O)[O-])N1CCN(C(=O)c2ccco2)CC1	-0.9	-0.01
Cn1c(SCc2cc(=O)[nH]c3ccccc23)nnc1-c1ccc(Br)cc1	-0.3	-2.3
CCOc1ccc(C(c2c(C)[nH][nH]c2=O)c2c(C)[nH][nH]c2=O)cc1OC	0.2	-1.6
CCCCCCCC1(C)NC(=O)N(c2ccccc2)N1 (stereo not given)	-0.2	-0.02
CCn1cc([N+](=O)[O-])c(C(=O)N2N=C(c3ccc(Cl)c(Cl)c3)CC2c2ccccc2O)n1 (stereo not given)	2.7	-0.97
C/C(=C\C(=O)c1ccc(Br)cc1)N1CCCCC1	0.5	-2.5
Cn1ncc(Cl)c1C(=O)Nc1ccc2c(c1)OCO2	0.2	0.67
COCC(=O)N1CCC(Oc2ccc(C(=O)N3CCN(C)C[C@@H]3C(C)C)cc2)CC1	x	-0.27
Oc1cc(-c2cccnc2)cc2cccnc12	-0.3	x
COC(=O)Nc1ccc(S(=O)(=O)Nc2ccc(C(=O)O)cc2)cc1	x	-1.7
CCOCc1nc(N)[nH]c(=O)c1Cc1ccc(OC(C)C)cc1	0.5	0.26
Cc1ccccc1CCNC(=O)Cn1nc(C)c2c(C)n(-c3ccccc3)nc2c1=O	0.6	-1.4
CC1(C#N)c2ccccc2C(Br)=CN1C(=O)c1ccccc1 (stereo not given)	-0.6	0.66
O=C(C1CCCC1)N1CCCC(Nc2ccc(F)cc2)C1 (stereo not given)	-0.2	-0.02
Cc1ccc(C(=O)CSC2=C(C#N)C(c3ccco3)CC(=O)N2)c(C)c1 (stereo not given)	-0.3	-0.49
Cc1cc(/C=N/NC(=O)c2nn(C)cc2Cl)c(C)n1-c1cccc(Br)c1	-1.4	-0.2
CCOc1ncccc1C(=O)Nc1nnc(C2CC2)s1	0.1	0.06
CC(=O)Nc1ccc(S(=O)(=O)N(C)CC(=O)OCCOc2cccc(C)c2)cc1	-2.5	0.56
O=C(NCc1cccs1)C1CCCN1C(=O)Nc1ccccc1[N+](=O)[O-] (stereo not given)	0.4	1.4
CC(C)(C)C(=O)NNc1nc(-c2ccccc2)c2cc(Br)ccc2n1	1.7	0.03
Cc1cccc(NC(=O)[C@@H]2CCCN2S(=O)(=O)c2ccc(Cl)cc2)c1	0.7	x
CCOc1ccc(NC(=O)C(=O)NCCN2CCN(C(=O)c3ccc(C)cc3)CC2)cc1	-3.1	-0.62
CCc1nnc(N/N=C/c2cc(Br)c(O)cc2O)n1N	1.2	0.68
O=C(CCCOc1ccc(Cl)cc1Cl)N1CCc2ccccc2C1	-0.3	1.7
Cc1n[nH]c(C)c1CS(=O)(=O)c1ccccc1	-1.9	2

Three compounds already listed, sorted by the value under Kir21 inh, ascending.
SMILES,Kir21 inh
CCOc1ccc(NC(=O)C(=O)NCCN2CCN(C(=O)c3ccc(C)cc3)CC2)cc1,-0.62
CCC(CC)C(=O)Nc1c(C)n(C)n(-c2ccccc2)c1=O,1.1
O=C(Cc1ccc(Br)cc1)N/N=C/c1ccc(-c2cccc(C(=O)O)c2)o1,1.9

(continued)
SMILES	STK33 kinase inh	Kir21 inh
O=C(OCC(=O)N1CCc2ccccc2C1)c1cc(=O)[nH]c2ccccc12	0.3	-0.06
COc1ccc(C(=O)NC2=C(C#N)CCC2)cc1OC	-0.8	0.51
CC(C)(C)c1cc(N)on1	-3.5	0.55
Cc1cc(NC(=O)CSc2n[nH]c(CC(C)C)n2)no1	1.3	-0.16
COCCOC(=O)c1c(C)oc2ccc(NS(=O)(=O)c3ccc(C)cc3)cc12	-1.1	-2.3
COC(=O)C1=C(C)N(C)C(C)=C(C(=O)OC)C1c1ccc(Cl)cc1	1.1	1.3
Cc1c(C(=O)N2CCN(S(C)(=O)=O)CC2)oc2ccccc12	-2.0	0.85
CC(C)Oc1ccc(NC(=O)CCC(=O)O)cc1	0.1	-0.17
COc1cccc(NC(=O)CN2C(=O)NC(Cc3c[nH]c4ccccc34)C2=O)c1 (stereo not given)	-0.6	x
Cc1ccc(C)c(Oc2ccc(S(=O)(=O)N3CCN(C)CC3)cn2)c1	-0.6	-0.58
O=C(/C=C/c1ccc([N+](=O)[O-])cc1)/C=C/c1ccco1	-0.4	-5.8*
NC(=O)CC(NC(=O)Cc1cccc2ccccc12)c1ccc(N2CCc3ccccc3C2)c([N+](=O)[O-])c1 (stereo not given)	-0.8	0.8
COc1ccc(CCNS(=O)(=O)c2cc3c4c(c2)CCN4C(=O)CC3)cc1	-0.5	-0.61
CS(=O)(=O)c1ccccc1-c1nnc(NC(=O)C2=COCCO2)o1	x	-0.18
Clc1cccc(N2CCN(Cc3ccc(Br)o3)CC2)c1	-3.4	0.63
CCCOc1ccc(N2C(=O)C3ON(c4ccccc4)C(c4ccc(O)c(OC)c4)C3C2=O)cc1 (stereo not given)	-0.3	0.78
COc1cc(NS(=O)(=O)c2ccc(NC(=S)NC(=O)c3ccco3)cc2)ncn1	0.9	-0.44
COc1ccc(Cc2nnc(NC(=O)CS(=O)(=O)c3ccccc3)s2)cc1OC	-0.6	-0.01
Cn1c(N)c(-c2nc3cccnc3n2C)sc1=S	-0.7	-0.03
CCCCn1c(SCC(=O)N2CCCCC2C)nc2cc(S(N)(=O)=O)ccc21 (stereo not given)	3.4	0.58
COc1ccccc1C(=O)COC(=O)c1ccc(N(C)C)cc1	x	1.5
CCCCS(=O)(=O)Nc1ccc2c(c1)ncn2C1CCCCC1	-1.6	-1.5
CCOC(=O)N1CCN(C(=O)/C=C/c2ccc(OC)c(OC)c2)CC1	-0.3	-0.34
O=C(NC1CC1)C1=C[C@@H](C2CCCCC2)C[C@@H](OCCCCO)O1	-0.5	-0.43
CC1=NN(c2ccccc2)C(=O)/C1=C/c1c(O)n(-c2ccc(F)cc2)[nH]c1=O	-0.1	-0.13
(continued)
SMILES	STK33 kinase inh	Kir21 inh
NS(=O)(=O)c1ccc(NC(=O)COC(=O)c2ncc(Cl)c(Cl)c2Cl)cc1	-0.3	x
C=CCNC(=O)CC(C)C(CCCCC)C(=O)O (stereo not given)	-1.6	0.33
COc1ccc(C2(O)CC3CCC(C2)N3c2cc(C)nc(-c3ccccc3)n2)cc1 (stereo not given)	-0.2	-0.08
Cc1ccc(C(=O)NCCN2C3=NC[C@H](Cc4ccc(O)cc4)N3C[C@H]2Cc2ccc(O)cc2)cc1Br	0.1	2.2
O=c1c2ccccc2c(C=Nc2ccccc2O)c(O)n1-c1nccs1	-0.5	1.6
Nc1nnc(SCCCC(=O)c2ccc(F)cc2)s1	-1.2	0.77
COCCNC(=O)CCc1nnc(Cc2ccc(-c3ccccc3)cc2)o1	-1.2	-0.06
O=C(c1noc2c1CCc1ccccc1-2)N1CCOCC1	0.6	3.9
CCOc1ccc(S(=O)(=O)N2CCN(C)CC2)cc1NC(=O)c1ccccc1F	-1.5	1.4
O=C(CCNC(=O)c1ccccc1Cl)Nc1ccc(S(=O)(=O)Nc2ncccn2)cc1	0.8	0.21
CCOc1ccc(/C=C(\C)C(=O)c2c(C)cc(C)[nH]c2=O)cc1	-0.7	0.82
CCn1cc(SCC(=O)N2CCOCC2)c2ccccc21	0.1	0.14
Cc1ccc2nc(-c3cccc(NC(=O)c4ccco4)c3)[nH]c2c1	1.5	1.9
Cn1c(=O)n(C)c2cc(NS(=O)(=O)c3ccccc3)ccc21	11	-1.1

Random excerpt: 4 records from the list
SMILES	STK33 kinase inh	Kir21 inh
Cc1ccc2nc(-c3cccc(NC(=O)c4ccco4)c3)[nH]c2c1	1.5	1.9
C=CCNC(=O)CC(C)C(CCCCC)C(=O)O (stereo not given)	-1.6	0.33
Nc1nnc(SCCCC(=O)c2ccc(F)cc2)s1	-1.2	0.77
CCOc1ccc(/C=C(\C)C(=O)c2c(C)cc(C)[nH]c2=O)cc1	-0.7	0.82

With a hit mark in Kir21 inh (from the list above):
SMILES	STK33 kinase inh	Kir21 inh
COc1cc(CNC(C)(C)CO)cc(Br)c1OCc1ccc(Cl)cc1	-1.5	-4.8*
O=C1CSC(c2cccc([N+](=O)[O-])c2)N1Cc1ccccc1 (stereo not given)	-1.3	-4.5*
O=C(/C=C/c1ccc([N+](=O)[O-])cc1)/C=C/c1ccco1	-0.4	-5.8*
